# AmpC no deterg – blocks E. coli AmpC beta-lactamase in detergent-free assay; AmpC nitrocefin hydrolysis, absorbance 480 nm, 0.0001% Triton; Potency, µM (top dose mostly 57.1 µM), for the others: at the highest dose activity change, negative = inhibition, hits mostly inhibitors; 0.52% of 330,000 active; AID 485341;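 further: potency means the concentration at half of the fitted maximal effect; plate controls were no compound for no effect and no enzyme for full effect; nearly all actives have a fitted effect of over 20% in size; some results filed as inactive show a strong effect at the top dose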
# Target sequence (P00811 whole entry, looked up): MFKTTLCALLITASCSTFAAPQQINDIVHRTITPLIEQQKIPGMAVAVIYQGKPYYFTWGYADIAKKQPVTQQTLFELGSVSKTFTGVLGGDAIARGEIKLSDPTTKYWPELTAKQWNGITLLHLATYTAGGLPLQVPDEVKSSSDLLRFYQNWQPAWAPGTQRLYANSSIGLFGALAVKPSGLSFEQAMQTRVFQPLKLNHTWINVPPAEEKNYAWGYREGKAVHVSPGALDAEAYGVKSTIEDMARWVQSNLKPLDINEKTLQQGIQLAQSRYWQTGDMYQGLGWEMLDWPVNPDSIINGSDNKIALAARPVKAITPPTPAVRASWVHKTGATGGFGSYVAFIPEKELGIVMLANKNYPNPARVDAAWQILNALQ
#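 AmpC (5.3 nM in the dispensed reagent) in 20 mM phosphate pH 7.0 with 0.01% (detergent screen) or 0.0001% Triton X-100 was preincubated with compounds for 15 min at room temperature. Nitrocefin was then added from an 800 uM solution, and hydrolysis was followed at 480 nm.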
# Giardia FBPA inh – blocks Giardia fructose-bisphosphate aldolase activity; A8B2U2; Potency, µM (doses to about 59.6 µM), without a hit: at the highest dose activity, negative = inhibition, hits mostly inhibitors; AID 2451; purified Giardia FBPA; 0.71% of 290,000 active; further: potency means the concentration at half of the fitted maximal effect; nearly all actives have a fitted effect of over 55% in size
# Target sequence (A8B2U2 whole entry, looked up): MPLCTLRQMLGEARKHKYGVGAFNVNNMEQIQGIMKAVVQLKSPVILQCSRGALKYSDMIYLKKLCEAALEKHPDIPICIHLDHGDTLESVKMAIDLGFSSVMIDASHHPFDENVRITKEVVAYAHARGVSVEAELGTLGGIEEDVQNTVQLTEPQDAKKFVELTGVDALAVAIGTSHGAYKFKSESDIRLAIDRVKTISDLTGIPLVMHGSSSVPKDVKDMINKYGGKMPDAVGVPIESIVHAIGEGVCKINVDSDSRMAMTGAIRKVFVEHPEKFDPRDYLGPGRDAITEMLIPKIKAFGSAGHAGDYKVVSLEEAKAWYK
#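 40 nM FBPA preincubated 10 min at RT with compound (up to 57.5 uM final), then substrate plus GAPDH/TPI/NAD/arsenate coupling and diaphorase/resazurin added. Fluorescence read after 20 min at RT, 525/598 nm.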
# AmpC inh detg – inhibitors of E. coli AmpC beta-lactamase with detergent; AmpC hydrolysis of nitrocefin, absorbance 480 nm, 0.01% Triton; Potency, µM (highest dose often 114 µM), without a hit: top-dose activity change, negative = inhibition, most hits filed as inhibitors; 0.041% of 370,000 active; AID 485294;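 further: potency means the concentration at half of the fitted maximal effect; 0% = no-compound wells and -100% = no-enzyme wells; nearly all actives have a fitted effect of over 25% in size; some results filed as inactive show a strong effect at the top dose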
#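 AmpC (5.3 nM in the dispensed reagent) in 20 mM phosphate pH 7.0 with 0.01% (detergent screen) or 0.0001% Triton X-100 was preincubated with compounds for 15 min at room temperature. Nitrocefin was then added from an 800 uM solution, and hydrolysis was followed at 480 nm.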
# HCMV antiviral – inhibitors of human cytomegalovirus. HFF cells, HCMV-luciferase reporter, 72 h; active compounds read low. activity change, negative = inhibition, % at 57.5 µM. 4.5% of 410,000 active; in the data active means activity change below about -60%; inconclusive means no clear call, values can overlap the other calls; inactive means above about -39%
#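 Two compound doses tested in HFFs infected with HCMV-luciferase, MOI 1 PFU/cell, 72 h at 37C. Lysate luminescence read with OneGlo; data normalized against buffer-only and 10uM Salinomycin inhibitor controls.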
# HCV inh – inhibitors of hepatitis C virus infection | Huh7.5.1 HCVcc-Cre infection, luciferase reporter, 44 h | Potency, µM (doses to about 41.8 µM), without a hit: top-dose activity change, negative = inhibition, most hits filed as inhibitors | 3.4% of 340,000 active; further: potency means the concentration at half of the fitted maximal effect
#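 Cells seeded at 1,000/well and cultured 4 h, then compounds added followed by HCVcc-Cre virus (~0.5 moi). After 44 h further culture, luciferase substrate was added, plates held 15 min at room temperature, and luminescence read for 15 sec.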
# Sm TGR block – S. mansoni TGR enzyme inhibition | purified TGR, DTNB reduction, TNB absorbance 405 nm | Potency, µM (titrated, usually from 114 µM), for inactives: at the top dose activity change, negative = inhibition, usual class: inhibitors | Q962Y6 | 3% of 360,000 active; further: potency means the concentration at half of the fitted maximal effect; nearly all actives have a fitted effect of over 60% in size
#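 First, TGR (20 nM dispensed) and NADPH were mixed with compound. Second, a 15 min room-temperature incubation followed. Third, further NADPH and then DTNB were added to start the reaction. Finally, TNB absorbance was monitored kinetically.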
# The depositor's hits bear a star; ? = inconclusive; . = no result given; [ ] = remark or other dose. Unless noted, the call rests on the fitted dose curve; in most records, active means well fitted curve in the direction sought with a large enough effect; inconclusive means small, poorly fitted or top-dose-only effect, or another doubt; inactive means no such curve, though single readings can be large; an effect the other way counts as inactive or inconclusive. Unless noted, on the % scale 0 is the no-effect control and ±100 the full control effect.
No. | SMILES | AmpC no deterg | Giardia FBPA inh | AmpC inh detg | HCMV antiviral | HCV inh | Sm TGR block
1 | COc1ccc(/C=C2/C(=O)N(Cc3ccccc3)N=C2C)cc1 | 1.0% | -3.9% | -4.9% | 19.3 | 4.6% | 1.4%
2 | CCc1ccc(-c2cc(C)no2)cc1S(=O)(=O)N1CCN(c2ccc(F)cc2)CC1 | -27.5% | 5.1% | -11.5% | ? | 5.01µM* | -8.6%
3 | CCOCCc1nnc(NC(=O)CCc2ccccc2)s1 | -19.2% | -0.4% | -3.2% | 1.6 | 17.4% | -11.2%
4 | CS(=O)(=O)N(CC(=O)Nc1ccc(CC#N)cc1)c1ccc(C23CC4CC(CC(C4)C2)C3)cc1 | -1.2% | -10.4% | ? | 47.5 | ? | -2.9%
5 | O=C(Nc1nnc(C23CC4CC(CC(C4)C2)C3)s1)c1ccc(N2C(=O)CCC2=O)cc1 | -13.1% | -0.8% | ? | 17.1 | 8.1% | ?
6 | Cc1c(NC(=O)C2CCN(S(=O)(=O)c3cccs3)CC2)c(=O)n(-c2ccccc2)n1C | -11.1% | 6.8% | -5.0% | -0.8 | 12.5% | -21.5%
7 | Cc1cc(C(=O)COc2ccccc2C(N)=O)c(C)n1C1CC1 | -19.0% | -5.3% | 0.0% | ? | ? | 4.2%
8 | C=CCSc1nnc(NC(=O)c2ccc(S(=O)(=O)NCC3CCCO3)cc2)s1 (stereo not drawn) | -17.3% | 4.2% | ? | . | -3.0% | -2.6%
9 | CCOC(=O)N1CCC(NS(=O)(=O)c2ccc(C#N)cc2)CC1 | -4.0% | 4.2% | 5.2% | 4.1 | -2.5% | -1.8%
10 | CCCSc1nnc(-c2ccccc2N)c(=O)[nH]1 | -16.6% | 6.1% | 8.8% | 18.9 | 3.6% | 49.0%[activator]
11 | Cn1ncc(N=Cc2ccccc2[N+](=O)[O-])c1C(N)=O | -13.3% | -8.0% | 1.9% | 1.9 | 7.7% | 5.1%
12 | COc1cc(S(=O)(=O)Nc2ccc3cn[nH]c3c2)ccc1Cl | -28.9% | -10.0% | 4.7% | -9.3 | -8.8% | 2.2%

# Continuation.
No. | SMILES | AmpC no deterg | Giardia FBPA inh | AmpC inh detg | HCMV antiviral | HCV inh | Sm TGR block
13 | CCN(CC(=O)Nc1c(F)cccc1F)C(=O)c1cccc(-n2cccc2)c1 | -18.0% | . | ? | -18.6 | 6.6% | 0.7%
14 | CCOC(=O)c1c(NC(=O)COC)sc2c1CCCC2 | -4.2% | 1.3% | -0.3% | -2.2 | ? | 5.3%
15 | Cc1c(NC(=O)c2ccc(Cl)s2)c(=O)n(-c2ccccc2)n1C | -14.4% | 4.9% | -8.0% | -18.8 | 10.5% | -0.2%
16 | O=C(CSc1nc2[nH]ncc2c(=O)[nH]1)Nc1ccc(Cl)cc1 | -18.8% | . | ? | -28.3 | 14.6% | 6.0%
17 | COc1cccc(OC)c1C(=O)N1CCN(c2c(Cc3ccccc3)c(C)nc3ncnn23)CC1 | 37.1% | 16.5% | -18.6% | -16.0 | . | -8.1%
18 | CCOc1ccc(NC(=O)CN(c2cc(C)cc(C)c2)S(=O)(=O)c2c(C)noc2C)cc1 | -10.9% | 10.4% | 4.6% | 48.2 | ? | -17.3%
19 | CCOC(=O)c1cnc2ccccc2c1Nc1cc(C(=O)O)ccc1C | -28.5% | 20.2% | 4.8% | ? | -25.4% | 4.8%
20 | O=c1ccnc(SCn2nnc3ccccc3c2=O)[nH]1 | -19.9% | -6.2% | -7.3% | 18.5 | -2.5% | 0.0%
21 | CC(C)Cn1c(N)c(C(=O)COC(=O)C2Cc3ccccc3CN2S(C)(=O)=O)c(=O)n(C)c1=O (stereo not drawn) | 34.8% | . | 6.0% | -27.8 | 11.2µM* | 4.1%
22 | CN(c1ccccc1)c1nc(N)c([N+](=O)[O-])c(N2CCCCC2)n1 | -19.3% | -4.6% | -11.0% | 56.3 | ? | 6.4%
23 | COC(=O)/C=C1/S/C(=N/NC(=O)c2ccccc2OC)NC1=O | -17.3% | . | -1.1% | 42.0 | 7.0% | ?
24 | COc1cccc(-c2nc(CS(=O)(=O)CC(=O)N3CCCCC3)c(C)o2)c1 | 29.9% | 12.3% | 2.4% | ? | ? | ?

# Following part:
No. | SMILES | AmpC no deterg | Giardia FBPA inh | AmpC inh detg | HCMV antiviral | HCV inh | Sm TGR block
25 | COc1ccc(N2CCN(c3cc(C)nc4nc(-c5ccc(C)cc5)nn34)CC2)cc1 | . | . | 2.0% | -24.8 | . | -12.5%
26 | COc1nsnc1NS(=O)(=O)c1ccc(NC(=S)NC(=O)c2ccncc2)cc1 | -17.4% | -1.5% | 2.8% | ? | 20.8% | 31.6µM*
27 | CCC(=O)Nc1ccc(C(=O)NCCCn2ccnc2)cc1 | -12.7% | 0.6% | -1.2% | -22.7 | ? | .
28 | C/C(=N\NC(=O)NC1CCCCC1)C1CCCCC1 | 1.3% | 1.4% | -0.2% | -33.3 | -1.8% | -1.8%
29 | Cc1nn(-c2ccccc2)nc1C(=O)Nc1nnc(C(F)(F)F)s1 | -25.4% | -21.0% | -2.4% | -34.6 | -24.2% | -9.6%
30 | Cc1ccc2c(=O)c(C(=O)c3ccccc3)cn(CC(=O)NCc3ccccc3)c2n1 | . | . | 22.9% | 17.9 | . | 3.9%
31 | COc1ccc(NC(=O)c2nc[nH]c2C(=O)NCCCCCNC(=O)OC(C)(C)C)cc1 | -31.8% | . | -7.1% | . | ? | -8.7%
32 | CCN(C(=O)COc1ccc(C(C)=O)cc1)c1cccc2ccccc12 | 52.8% | . | . | -1.2 | -4.1% | .
33 | COc1ccc(CCNC(=O)c2ccc(N(C)S(=O)(=O)c3ccccc3)cc2)cc1 | -7.4% | 4.6% | -0.6% | 0.0 | ? | 11.4%
34 | CCCCCCCCOC(=O)C(NC(=O)CCC(=O)Nc1ccc(S(N)(=O)=O)cc1)C(O)c1ccccc1 (stereo not drawn) | -48.9% | 5.2% | 0.1% | 1.0 | ? | -8.5%
35 | Cc1cc(C)c(S(=O)(=O)N2CCCC2)c(C)c1 | -0.2% | -20.0% | -2.0% | -10.6 | -7.0% | 6.0%
36 | Cn1c(=O)oc2cc(S(=O)(=O)N3CCN(c4ccccn4)CC3)ccc21 | 4.0% | -0.7% | ? | -21.2 | 10.9% | -12.4%

# New compounds follow:
No. | SMILES | AmpC no deterg | Giardia FBPA inh | AmpC inh detg | HCMV antiviral | HCV inh | Sm TGR block
37 | CC(=O)c1cc(-c2ccc(F)cc2)n(CCC(=O)NCc2ccc(C)cc2)c1C | . | . | -4.3% | 0.0 | . | -2.1%
38 | CN(CCOc1ccc(Br)cc1)C(=O)CNC(=O)c1ccc2ccccc2c1 | 38.2% | -18.1% | -12.4% | 12.5 | ? | 2.7%
39 | COc1ccc(-n2nc(C(=O)Nc3ccc(Cl)cn3)c3c4ccccc4n(C)c3c2=O)cc1Cl | . | . | 3.5% | 10.1 | . | 13.4%
40 | COc1ccc(Cl)cc1C(=O)NCCCN1CCOCC1 | -4.3% | -3.8% | -3.6% | 3.5 | 14.4% | 89.5%[activator]
41 | O=C(N/C(=C\c1ccco1)C(=O)N1CCC(O)CC1)c1ccccc1 | -23.3% | 0.8% | 0.9% | 1.8 | 0.7% | -20.5%
42 | O=C(CSc1ccc(Cl)cc1)Nc1ncccn1 | -12.5% | 0.4% | ? | 12.2 | 30.9%[activator] | -9.1%
43 | CCCCCn1c(=O)[nH]c2cc(C(=O)N3CCN(c4cccc(Cl)c4)CC3)ccc2c1=O | . | . | 11.2% | 2.3 | . | 1.3%
44 | CSCCC(NC(=O)C1CCC(C)CC1)C(=O)O (stereo not drawn) | -5.0% | 10.0% | -6.6% | -32.7 | 13.8% | 1.9%
45 | Cc1ccc(S(=O)(=O)N2CC(C(=O)O)Oc3ccccc32)cc1 (stereo not drawn) | -16.2% | -1.2% | -9.5% | 0.3 | 15.5% | 27.8%
46 | Cc1ccc(C(=O)N2CC3(C)CN(C(=O)c4ccc(C)cc4)CC(C)(C2)C3=O)cc1 | -0.6% | 1.4% | ? | 28.2 | 3.2% | 7.4%
47 | COc1ccc(/C(O)=C2/C(=O)C(=O)N(Cc3cccnc3)C2c2ccccn2)cc1 (stereo not drawn) | -12.5% | -2.3% | 1.1% | 0.6 | ? | 10.9%
48 | COC(=O)C1CSC(C(=O)OC)N1C(=O)CN1CCN(c2ccccc2)CC1 (stereo not drawn) | -0.7% | 5.5% | -2.6% | 13.4 | -0.2% | -9.4%

# Other records follow:
No. | SMILES | AmpC no deterg | Giardia FBPA inh | AmpC inh detg | HCMV antiviral | HCV inh | Sm TGR block
49 | CC1CCN(c2ccccc2N)CC1 | -1.4% | 1.7% | -8.7% | 4.8 | -4.7% | 29.9%
50 | Cc1cc2c(NCCc3ccccc3)ncnc2s1 | -15.2% | ? | 5.8% | -88.3* | 5.62µM* | 2.9%
51 | O=C(Nc1ccccc1C(=O)N1CCOCC1)c1ccncc1 | -6.1% | 1.3% | -11.3% | 5.1 | 6.7% | 3.4%
52 | COc1ccc(C(=O)NC(=S)N2CCN(c3ccc([N+](=O)[O-])cc3)CC2)cc1 | 13.0%[2.29 µM] | 8.6% | -10.0% | -15.7 | -1.2% | -16.7%
53 | Cc1cc(=O)oc(C)c1C(=O)NC12CC3CC(CC(C3)C1)C2 | -7.8% | 5.3% | 4.0% | -3.3 | 10.1% | 49.9%[activator]
54 | O=C(Cn1cnc2c(nnn2-c2ccccc2)c1=O)N1CCOCC1 | -10.3% | 4.2% | ? | -6.5 | 6.0% | 5.6%
55 | COc1cc(/C=C/C(=O)OCC(=O)NC(C)c2ccccc2)cc(OC)c1OC (stereo not drawn) | 3.6% | . | . | 1.7 | -22.5% | .

# This is a random part of the collection (roughly 9.9% active in at least one column).
